Hck-Nef inh – inhibitors of Nef-activated human Hck kinase, primary screen, biochemical, Z-Lyte FRET, 384-well, Hck-YEEI. Tyrosine-protein kinase HCK (Homo sapiens), P08631. Recombinant Hck-YEEI plus Nef, Z-Lyte FRET kinase assay. inhibition, % at 20 µM. 220,000 tested, 0.68% active. AID 463187, 2010;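 active = Hck-Nef kinase inhibition above about 50%, limit read from the data; inactive = inhibition below that limit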;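 also: 0% = DMSO with Hck plus Nef and 100% = Hck alone without Nef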
m-calpain inh – inhibitors of pig calpain II, primary screen, biochemical, fluorogenic peptide substrate, 1536-well; purified calpain II, 30 min; inhibition, % at 16 µM; 220,000 tested, 0.37% active;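 active = inhibition above about 50%, limit read from the data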
PGE2 EP2 inh – human EP2 receptor antagonists, primary screen, TR-FRET cAMP, C6 glioma cells | Prostaglandin E2 receptor EP2 subtype (Homo sapiens), P43116 | C6 glioma cells expressing human EP2; cells stimulated with saturating PGE2 | inhibition, % at 25 µM | 260,000 tested, 0.52% active;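 active = percent inhibition above 40 after rounding to a whole number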;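 also: rat C6 glioma host cells with rolipram phosphodiesterase inhibitor present; the protocol text gives 20 µM as final concentration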
Target sequence (P43116 whole entry, looked up): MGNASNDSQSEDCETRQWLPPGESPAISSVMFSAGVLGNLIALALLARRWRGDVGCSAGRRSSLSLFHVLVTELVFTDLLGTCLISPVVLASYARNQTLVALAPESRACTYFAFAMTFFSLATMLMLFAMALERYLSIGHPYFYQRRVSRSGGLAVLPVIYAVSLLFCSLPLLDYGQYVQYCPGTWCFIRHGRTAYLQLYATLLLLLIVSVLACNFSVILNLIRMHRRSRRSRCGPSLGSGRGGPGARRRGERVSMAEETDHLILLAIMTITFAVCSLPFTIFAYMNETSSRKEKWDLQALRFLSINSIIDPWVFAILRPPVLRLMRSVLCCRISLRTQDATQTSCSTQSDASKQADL
eIF4E 4G PPI – eIF4E–eIF4G protein interaction inhibitors, primary screen, biochemical, uHTS, TR-FRET, eIF4GI fragment; 220,000 tested, 0.37% active; AID 782, 2007; inhibition, % at 21.7 µM; TR-FRET eIF4E-eIF4GI(517-606) binding, 2 h;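 active = inhibition above about 30%, limit read from the data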;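 also: 0% = full FRET control wells and 100% = background wells lacking eIF4GI fragment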
Tb hexokinase – Trypanosoma brucei hexokinase 1 inhibitors, primary screen, biochemical, G6PDH-coupled NADH absorbance, MLSCN library | 220,000 tested, 0.11% active | hexokinase 1 [Trypanosoma brucei] | recombinant TbHK1, G6PDH-coupled NADH A340 | AID 1430, 2008 | inhibition, % at 10 µM;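 active = inhibition of 50% or more in the single-dose primary screen; inactive = inhibition below 50%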
EP2 mod – EP2 receptor modulators, cAMP readout, primary screen, cell-based, HTRF cAMP, PGE2 stimulation; EP2-expressing cells, cAMP HTRF FRET, PGE2 co-stimulation; induction, % at 25 µM; 260,000 tested, 0.83% active; AID 940, 2007; Prostaglandin E2 receptor EP2 subtype (Homo sapiens), P43116;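 active = compounds whose cAMP rise, as percent of the full-agonist control response, exceeds 60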;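 also: rat C6 glioma line stably carrying human EP2 under a CMV promoter; the protocol text gives 20 µM as final concentration; 100% = response of wells given 1 µM PGE2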
Rad51 HR inh – human RAD51 strand exchange inhibitors, primary screen, biochemical, fluorescence; DNA repair protein RAD51 homolog 1 (Homo sapiens), Q06609; hRad51 DNA strand exchange, fluorescence dequenching; inhibition, % at 10 µM; 200,000 tested, 0.085% active; AID 1385, 2008;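 active = inhibition above 40% at the single screening dose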;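 also: 0% = DMSO control wells and 100% = blanks with heterologous ssDNA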
Target sequence (Q06609 whole entry, looked up): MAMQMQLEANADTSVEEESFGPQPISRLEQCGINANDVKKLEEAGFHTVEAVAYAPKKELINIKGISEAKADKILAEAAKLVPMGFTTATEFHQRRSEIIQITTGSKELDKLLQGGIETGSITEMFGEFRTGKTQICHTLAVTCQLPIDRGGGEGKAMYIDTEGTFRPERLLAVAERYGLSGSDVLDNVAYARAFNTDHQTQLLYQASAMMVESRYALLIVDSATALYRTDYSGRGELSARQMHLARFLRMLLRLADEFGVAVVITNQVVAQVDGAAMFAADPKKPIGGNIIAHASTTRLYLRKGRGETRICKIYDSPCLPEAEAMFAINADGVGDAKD
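Assay system: Human Rad51 nucleoprotein filaments preassembled on unlabelled ssDNA | Reagent: Donor/quencher-labelled 47-bp dsDNA substrate | Doses: One concentration, 10 µM final | Times: 37 °C 15-min filament assembly, 30-min compound preincubation, 15-min exchange | Technique: Fluorescein emission 520 nm, excitation 485 nm | Benchmarks: Plate control and blank wells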
L929 necroptosis – inhibitors of zVAD-triggered necroptosis, primary screen, L929 cells. L929 zVAD necroptosis rescue, ATP luminescence, 24 h; with zVAD 60 µM. viability rescue, % at 10 µM. 220,000 tested, 0.38% active. AID 1377, 2008;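 active = activation, scaled between plate controls, above about 75%, limit read from the data; inactive = activation under that limit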;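 also: 0% = zVAD with DMSO and 100% = DMSO alone without zVAD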
14-3-3 Bad PPI – inhibitors of 14-3-3 zeta/Bad binding, primary screen, biochemical, TR-FRET, bovine 14-3-3 zeta; TR-FRET 14-3-3zeta/Dy647-pBad peptide displacement, 1 h; inhibition, % at 21.7 µM; 220,000 tested, 0.71% active;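 active = inhibition above about 70%, limit read from the data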;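 also: 0% = full 14-3-3 plus peptide FRET controls and 100% = background without 14-3-3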
Target sequence (P63103 whole entry, looked up): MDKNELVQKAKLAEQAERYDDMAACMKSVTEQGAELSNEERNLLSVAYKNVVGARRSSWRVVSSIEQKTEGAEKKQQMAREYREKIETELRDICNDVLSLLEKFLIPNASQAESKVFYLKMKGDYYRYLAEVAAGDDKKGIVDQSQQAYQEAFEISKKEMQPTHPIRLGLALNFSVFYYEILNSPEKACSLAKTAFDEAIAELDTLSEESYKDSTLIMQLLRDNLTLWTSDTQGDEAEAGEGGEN
The depositor's hits bear a star; i = inactive; / = not tested or not shown; & = joins results of further samples; [ ] = remark or other dose. A portion of the library (hit frequency here may not be typical).

SMILES	Hck-Nef inh	m-calpain inh	PGE2 EP2 inh	eIF4E 4G PPI	Tb hexokinase	EP2 mod	Rad51 HR inh	L929 necroptosis	14-3-3 Bad PPI
COc1ccc2cc(/C=N/NC(=O)c3ccc(CN(c4ccc(C)c(C)c4)S(C)(=O)=O)cc3)c(Cl)nc2c1	2	i	13	-2[fluorescence artefact?]	-22	-6	/	0.8	-11
Cc1nc(SCC(=O)Nc2ccc(OCc3ccccc3)cc2)n[nH]1	6	18	4	0	-2	-14	/	1.3	-9
Cc1ccc(N2CCN(CC(O)COC3CCCCC3)CC2)cc1 (stereo not drawn)	18	9	11	-9	33	17	3	-0.4	-8[fluorescence artefact?]
O=C(c1ccc2c3n(nc2c1)-c1ccccc1CO3)N1CCCCC1	28	1	8	0	-16	-12	-6	-2.8	-4
Cc1ccc(C(=O)/C=C/Nc2cccc(O)c2)cc1	4	-37	15	-8	-13	-24	-13	16	-7
Cc1nnc(NC(=O)CSc2nnc(Cc3cccn3C)n2C)s1	9	2	13	-2	-2	6	0	0.2	-7
O=S(=O)(c1ccc(NC2CCCCC2)cc1)N1CCOCC1	-21	-7	18	-3	-3	-18	6	-0.6	1[fluorescence artefact?]
CCOC(=O)c1ccc(NC(=O)c2nc[nH]c2C(=O)N2CCC(C)CC2)cc1	23	4	3	-2	-7	-5	2	-0.3	-5
CC1(C)C2CCC1(C)C(NC(=O)/C=C/c1ccccc1)C2 (stereo not drawn)	23	10	6	2	-2	-58	30	41	-13
O=C(CC(=O)NC1CCCCC1)N/N=C/c1ccccc1Cl	-2	9	6	-10[fluorescence artefact?]	13	-14	3	0.5	-9[fluorescence artefact?]
CC(=O)Nc1cccc(NC(=O)C2CCCN2C(=O)Nc2ccc(C)cc2)c1 (stereo not drawn)	-7	-11	8&9	4[fluorescence artefact?]	0	30&-8	-5	-0.5	8[fluorescence artefact?]
CN(C(=O)COC(=O)c1ccc(-c2ccc(O)cc2)cc1)C1CCS(=O)(=O)C1 (stereo not drawn)	6	-28	12	0	-18	-1	4	-0.1	4
Cc1cc(=O)[nH]c(SCC(=O)NN(c2ccccc2)c2ccccc2)n1	5	1	17	-4	-4	31	17	1.7	4
CC(=O)c1c(O)c2ccccc2n(C2CCCCC2)c1=O	8	7	7	3	2	25	/	-0.6	5
CC(C)N1C(=O)S/C(=C/c2cccnc2)C1=O	0	-11	1	0	-32	3	9	-0.3	-7
COc1ccccc1NC(=O)/C=C/c1ccc(OC)c(S(=O)(=O)N2CCOCC2)c1	17	20	4	0	-13	-20	6	13	1
COc1cc(OC)c2ccc(=O)oc2c1C(CC(=O)N1CCCC1)c1ccc2c(c1)OCO2 (stereo not drawn)	25	-44	22	4	-18	-18	-1	-1.0	5
COc1ccccc1C(=O)NCC1(c2ccccc2)CCCC1	23	3	4	0	5	53	-12	-1.5	3
O=C(Nc1cnn(Cc2ccc(Cl)c(Cl)c2)c1)C12CC3CC(CC(C3)C1)C2	0	10	1	-6	-5	-62	-5	2.3	4
C/C(=N\NC(=O)c1ccccc1)c1cc2cc([N+](=O)[O-])ccc2oc1=O	4	15	6	2	-12	-4	14	0.4	-7
Cn1[nH]c(=O)c(Cl)c(Cl)c1=O	-1	-17	8	-2	-15	32	-5	0.0	4
Cc1n[nH]c(C)c1S(=O)(=O)N1CCCC(C(=O)Nc2nccs2)C1 (stereo not drawn)	-1	-32	15	6[fluorescence artefact?]	3	1	7	-0.2	-4[fluorescence artefact?]
O=C(Nc1ccc(-c2ccc([N+](=O)[O-])cc2)cc1)c1ccccc1F	22	-20	13	1	-21	-5	4	5.8	-9
Oc1ccccc1-c1nnc(COc2ccccc2)o1	3	-2	9	8	0	18	-1	0.7	3
CCOc1cc(/C=N/NC(=O)COc2cccc(C)c2)ccc1OC(=O)c1cccs1	-1	-11	/	0[fluorescence artefact?]	5	-9	/	-0.4	0
CCC(c1nnnn1Cc1ccc2c(c1)OCO2)N1CCN(c2ccc(F)cc2)CC1 (stereo not drawn)	3	31	4	1	1	-23&-65	/	-0.4	4
Cn1cccc1CNCc1ccccc1Cl	1	-3	5	5[fluorescence artefact?]	6	2	-9	0.0	17
O=C(CNC(=O)c1ccncc1)N/N=C/c1cccc([N+](=O)[O-])c1	-3	17	8	1	9	-8	1	-1.1	2
COc1ccc(NCC(=O)N/N=C/C=C\c2ccccc2)cc1	4	10	8	-1	2	-51	/	0.7	-11
O=C(NNC(=O)c1ccccc1Br)c1ccccc1Cl	18	6	7	-3	-1	17	/	-0.5	-6
CCCCS(=O)(=O)N1C2=NC(C(=O)OC)=C(C(=O)OC)[C@@H]3N(C)c4ccc(OC)cc4[C@]23C[C@H]1C(=O)OC	10	6	10	6	-17	29	6	0.6	1
Cc1ccc(NC(=S)NCCO)c(C)c1	1	-40	10	-21[fluorescence artefact?]	3	19	4	0.6	-13[fluorescence artefact?]
Cc1[nH]n(C(C)(C)C)c(=O)c1Sc1ccccc1	2	7	10	-1	18	-10	10	-0.1	-12
Cc1cc(NC(=O)CSc2nccn2-c2ccc(Cl)cc2)no1	0	-3	6	2	3	12	8	0.1	11
N#Cc1c[nH]n2c(=O)c3c(nc12)CCCC3	2	8	7	-1	-7	-8&8	/	0.0	1
CC(=O)c1cccc(OCC(=O)N(C)CC(=O)Nc2ccc(F)cc2)c1	3	3	1	7	-7	25	11	-0.4	-3
C/[N+]([O-])=C/c1c(OCc2ccc(Cl)cc2Cl)ccc2ccccc12	-2	-14	7	-2	-3	-36	-25	1.7	-4
Cc1ccccc1C(O)c1cccnc1 (stereo not drawn)	1	-11	4	-1[fluorescence artefact?]	0	19	/	0.1	4[fluorescence artefact?]
FC(F)(F)c1ccc(CN2C[C@@H]3C(c4ccc(C(F)(F)F)cc4)C4(c5cccnc5)CC3(C4)[C@H]2c2ccccc2)cc1 (stereo partly drawn)	27	-21	11	0	-10	6	6	0.1	2
CN(C#N)c1nc(N2CCOCC2)nc(N2CCOCC2)n1	4	/	9	/	-2	/	4	0.3	/
CCOC(=O)c1sc(NC(=O)CCSC)nc1C	3	-16	3	2	-6	18	-3	3.3	-7
CCOc1cccc(/C=C2/NC(=O)N(CC(=O)Nc3cccc(C)c3)C2=O)c1O	34	9	8	2	-7	-3	-2	-1.6	-6
Cc1cccc(C)c1OCC(=O)Nn1c(COc2ccccc2)nc2ccccc2c1=O	5	8	6	4	-6	8	-4	0.2	14
Cc1ccc(C(=O)O)cc1N1C(=O)CCCC1=O	17	-5	6	-1	-4	19	-2	2.5	8
CCCC(C)n1[nH]c(=O)cc1N (stereo not drawn)	1	-12	11	5[fluorescence artefact?]	-2	8	-1	0.0	15[fluorescence artefact?]
CCOc1ccccc1N1CCN(Cc2c(C)n(C)n(-c3ccccc3)c2=O)CC1	27	-10	9	4	0	27	3	-0.5	-14
CCOC(=O)c1ccc2c(c1)nc(-c1ccc(F)cc1)c1nccn12	-1	-339	4	-26	-10	32	14	0.5	27[fluorescence artefact?]
N#Cc1c2c(c(-c3ccccc3)[nH]c1=O)CCCC2	-2	-2	7	2	-6	1	-5	-0.4	-3
Cc1onc(-c2ccccc2)c1C(=O)Nc1ccc2c(c1)OCCO2	4	24	5	9	3	7	9	0.5	4
CCn1c(SCC(=O)Nc2ccccc2OC)nc(O)cc1=O	21	-24	7	2	-5	12	-12	0.5	1
FC(F)Oc1ccc(/C=N/NC(=S)Nc2cc(C(F)(F)F)ccc2Cl)cc1	2	11	4	5	-13	23	13	0.5	-7
O=C(O)CN(Cc1ccccc1)S(=O)(=O)c1ccc2c(c1)OCCO2	19	24	3	1	3	10	7	0.8	2
CN(NC(=O)COc1ccccc1)C1=NS(=O)(=O)c2ccccc21	16	19	4	0	-3	-2	/	1.9	-6
CCn1c(COc2cccc3cccnc23)nnc1SCC(=O)OC	16	-38	6	2	-4	-15	-3	2.0	-3
O=C(O)/C=C/c1cn(Cc2ccccc2)nc1-c1ccc(Cl)cc1	17	-28	8	1	1	1	-13	20	-9
O=C(CSc1nnc(-c2ccncc2)o1)NCc1ccccc1	4	21	7	6[fluorescence artefact?]	41	8	4	1.7	-1
Cc1cccc(-n2nc(C(=O)Nc3ccccc3)n3c(=O)cc(-c4ccccc4)nc23)c1	3	-103	16	-6	-24	9	8	-0.6	-5
O=C(NC1CC2CCCC(C1)N2S(=O)(=O)c1ccccc1)c1ccccc1 (stereo not drawn)	-1	4	10	0[fluorescence artefact?]	6	-47	0	-0.2	-9
CCn1c(SCC(=O)c2ccc(Cl)s2)nnc1-c1cccs1	-3	-40	7	0	-3	-10	8	-0.2	10
O=C(Nc1cccn(Cc2c(Cl)cccc2Cl)c1=O)c1c(Cl)cccc1Cl	0	1	10	-13	3	30	0	0.5	12

Reformatted: entries from further up
SMILES | Hck-Nef inh | m-calpain inh | PGE2 EP2 inh | eIF4E 4G PPI | Tb hexokinase | EP2 mod | Rad51 HR inh | L929 necroptosis | 14-3-3 Bad PPI
O=C(O)CN(Cc1ccccc1)S(=O)(=O)c1ccc2c(c1)OCCO2 | 19 | 24 | 3 | 1 | 3 | 10 | 7 | 0.8 | 2
CCn1c(COc2cccc3cccnc23)nnc1SCC(=O)OC | 16 | -38 | 6 | 2 | -4 | -15 | -3 | 2.0 | -3

Going on with the list:
SMILES	Hck-Nef inh	m-calpain inh	PGE2 EP2 inh	eIF4E 4G PPI	Tb hexokinase	EP2 mod	Rad51 HR inh	L929 necroptosis	14-3-3 Bad PPI
COc1ccc(CN(C(=O)c2ccccc2OC)C2CCS(=O)(=O)C2)cc1 (stereo not drawn)	-1	7	4	4[fluorescence artefact?]	-5	6	-32	0.3	-2
COc1ccc(Nc2nc(-c3cccc([N+](=O)[O-])c3)nc3ccccc23)c(OC)c1	1	-15	6	-3	-4	-4	0	0.4	17
COc1cc(OC)cc(C(=O)N/N=C/c2ccc(OC)c(COc3ccc4ccccc4c3)c2)c1	0	-212	/	-5	-20	-1	/	0.6	-11
O=C1NC(=O)C2(COC3(CCCC3)OC2)S1	0	-39	5	/	0	7	-5	0.2	/
O=C(CSc1n[nH]c(=O)[nH]c1=O)N/N=C/c1ccccc1	1	21	6	-5[fluorescence artefact?]	34	32	-6	0.2	6
CCCC(=O)Nc1ccc(N2CCCCC2)cc1	-1	34	10	10	6	-2	-5	-0.2	-13
Cn1c(=O)c2c(ncn2CC(=O)N/N=C/C=C\c2ccccc2[N+](=O)[O-])n(C)c1=O	14	-19	10	-3	-22	-26	/	1.1	-9
O=c1oc2ccccc2cc1C1=Nn2c(nnc2-c2cccnc2)SC1	1	5	14	8[fluorescence artefact?]	-17	-7	8	-0.2	65[fluorescence artefact?]
Cc1c(Cc2ccccc2)sc(NC(=O)C(C)(C)C)c1C(N)=O	7	-7	4	-3	0	-7	-20	52	-4
